Screening data deposited in PubChem BioAssay by several laboratories.
MC4R antag cAMP: blocks human MC4R cAMP signaling | inhibition, % at 6.5 µM | P32245 | MC4R-expressing cells, MTII-stimulated cAMP, LANCE TR-FRET | 360,000 compounds, 0.48% hits;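 active = inhibition above its plate's cutoff, the mean of tested wells on that plate plus 3 SD, cut at about 29% in these data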;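 note: 0% = Melanotan II alone and 100% = Melanotan II plus saturating MCL0020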
Target sequence (P32245 whole entry, looked up): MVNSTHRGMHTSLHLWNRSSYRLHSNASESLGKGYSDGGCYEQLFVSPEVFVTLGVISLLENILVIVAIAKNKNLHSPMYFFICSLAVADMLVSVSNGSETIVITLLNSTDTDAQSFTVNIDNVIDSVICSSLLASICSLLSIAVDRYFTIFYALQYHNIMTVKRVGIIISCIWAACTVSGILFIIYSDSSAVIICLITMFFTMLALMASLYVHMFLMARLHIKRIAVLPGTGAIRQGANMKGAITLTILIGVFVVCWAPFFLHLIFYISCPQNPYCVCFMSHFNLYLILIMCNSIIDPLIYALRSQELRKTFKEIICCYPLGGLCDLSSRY
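Test system: U2OS cells stably expressing human melanocortin 4 receptor (MC4R); also added: Melanotan II challenge; compound: 6.5 µM single dose; timing: 30-min compound preincubation, 1-h Melanotan II challenge, 1-h detection, room temperature; signal: Eu-cAMP/anti-cAMP TR-FRET, emission 671 nm; repeats: one well per compound, no replicates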
PDI inh: blocks human protein disulfide isomerase activity; P07237; PDI insulin aggregation turbidity, A650, 90 min; inhibition, % at 10 µM; 350,000 compounds, 0.052% hits;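 active = mean inhibition across replicates of 30% or more, whatever share of single replicates reach that level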;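 note: absorbance from insulin aggregation driven by PDI reduction with DTT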
Target sequence (P07237 whole entry, looked up): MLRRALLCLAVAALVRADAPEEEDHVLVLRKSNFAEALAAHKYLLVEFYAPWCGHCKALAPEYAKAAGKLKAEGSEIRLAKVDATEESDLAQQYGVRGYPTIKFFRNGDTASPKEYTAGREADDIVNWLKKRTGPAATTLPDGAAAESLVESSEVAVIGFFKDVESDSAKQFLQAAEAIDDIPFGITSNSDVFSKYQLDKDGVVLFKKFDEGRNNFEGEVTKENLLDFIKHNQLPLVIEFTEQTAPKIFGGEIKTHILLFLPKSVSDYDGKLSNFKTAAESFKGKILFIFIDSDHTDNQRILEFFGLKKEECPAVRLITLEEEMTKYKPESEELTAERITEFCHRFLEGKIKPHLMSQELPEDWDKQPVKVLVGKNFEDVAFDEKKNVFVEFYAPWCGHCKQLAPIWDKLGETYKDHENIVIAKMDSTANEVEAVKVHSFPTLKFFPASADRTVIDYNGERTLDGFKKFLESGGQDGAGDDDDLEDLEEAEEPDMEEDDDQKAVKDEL
CaV13 FRET inh: Primary screen for inhibitors of IQ motif and Ca2+-dependent inactivation inhibitor domain binding in CACNA1D, Förster resonance energy transfer in living cells, … | HEK cells, CFP/YFP FRET ICDI-IQ, plate reader, 10 min; percent FRET-ratio fall versus neutral wells | inhibition, % at 12.3 µM | 340,000 compounds, 0.098% hits;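 active = mean replicate inhibition of at least 30% and at least 1% of replicates passing that level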;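 note: 0% = median of the neutral control wells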
ABHD5-PLIN5 inh: ABHD5-PLIN5 protein interaction inhibition | inhibition, % at 4 µM | Split G. princeps luciferase complementation, luminescence, 4 h | 360,000 compounds, 0.78% hits | Q00G26+Q8WTS1;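 active = inhibition above the mean inhibition across every tested compound plus 3 SD, cut at about 22% in these data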;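 note: 0% = DMSO only wells and the 100% control is not disclosed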
H9c2 protect: myocardial damage modulation in H9c2 cells. H9c2 cardiomyocytes, H2O2 injury protection, ATPLite, 2 h. protection from H2O2 cell death, % at 20 µM. 360,000 compounds, 0.63% hits. AID 588492;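 active = compounds giving at least 50% protection of heart cells from peroxide-induced death in the single-dose screen, raw or plate-pattern-corrected value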;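 note: 0% = DMSO wells with peroxide and 100% = DMSO wells without peroxide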
ABCB6 inh 2: inhibitors of human ABC transporter ABCB6 | Q9NP58 | K562-ABCB6 porphyrin accumulation, flow cytometry, 1 h; active compounds read low | fluorescence ratio to DMSO, % at 10 µM | 360,000 compounds, 0.19% hits | AID 602162;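 active = fluorescence ratio to DMSO below 75%, the collection mean minus 3 SD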;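 note: signal is porphyrin accumulated inside mitochondria; 100% equals median channel fluorescence of DMSO control wells; lower ratio means ABCB6 inhibition with less porphyrin fluorescence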
Glyco luc inh: blocks N-linked glycosylation in D54 reporter cells; 360,000 compounds, 0.23% hits; reporter increase, % at 12.5 µM; D54 ERlucT glycosylation luciferase reporter, 24 h; percent of 100 nM tunicamycin response;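 active = mean luciferase reporter signal, scaled so untreated is 0 and the glycosylation-blocking control 100, at or above a set limit in every replicate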;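 note: luciferase carries N-glycosylation sites so blocking glycosylation raises the light; 0% = median of neutral control wells and 100% = median of 100 nM tunicamycin wells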
Granule exo inh: blocks lytic granule exocytosis; inhibition, % at 10 µM; TALL-104 LAMP-1 surface exposure, flow cytometry; cells stimulated with thapsigargin and PMA; AID 651702; 360,000 compounds, 0.66% hits;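 active = inhibition above about 55%, limit read from the data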
m5-HT2A agonist: mouse HTR2A agonism via beta-arrestin recruitment | P35363 | CHO-K1 mHTR2A beta-arrestin complementation, luminescence; percent of 30 µM serotonin response | activation, % at 7.6 µM | 360,000 compounds, 0.66% hits | AID 624169;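 active = activation above a run cutoff, the mean activation of all tested compounds plus 3 SD, cut at about 14% in these data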;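 note: 0% = plate median of compound wells and 100% = 30 µM serotonin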
MC4R barr agon: human MC4R agonism via beta-arrestin; P32245; U2OS MC4R beta-arrestin complementation, luminescence; percent of melanotan II response, DMSO zero; activation, % at 8.9 µM; 360,000 compounds, 0.98% hits; AID 540308;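 active = activation above a per-plate cutoff, the mean activation of sample wells on that plate plus 3 SD, cut at about 8% in these data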
* = called active by the depositor; · = no result given.

SMILES | MC4R antag cAMP | PDI inh | CaV13 FRET inh | ABHD5-PLIN5 inh | H9c2 protect | ABCB6 inh 2 | Glyco luc inh | Granule exo inh | m5-HT2A agonist | MC4R barr agon
Cc1ccc(CSc2ncnc3c2cnn3-c2ccccc2)cc1 | 1 | 0 | -2 | -10 | -8 | 96 | -1 | 1 | 1 | 1.3
CC(=O)c1ccccc1Oc1ncnc(N)c1[N+](=O)[O-] | -1 | -3 | -4 | 4 | -3 | 97 | -2 | -2 | 6 | -0.3
CC(SCC(=O)NC12CC3CC(CC(C3)C1)C2)C(=O)O (centres undefined) | 10 | -9 | -16 | 1 | -2 | 95 | 1 | -2 | -3 | 0.7
CN(C)S(=O)(=O)N1CCN(c2ccnc3cc(Cl)ccc23)CC1 | 2 | -2 | · | -1 | 2 | 94 | -4 | -12 | 1 | -0.3
O=C(CSc1nc(Cc2ccccc2)nc2ccccc12)c1ccc2c(c1)OCCO2 | -4 | 3 | · | -8 | 8 | 102 | 8 | 0 | 19* | 0.5
COc1ccc(-c2nc(SC(CC(=O)NCCN3CCOCC3)c3cccs3)n[nH]2)cc1 (centres undefined) | 0 | 10 | · | -2 | 11 | 96 | 3 | -4 | 3 | -2.3
CCOc1ccc(NC(=O)CN(C)C(=O)C(C)N2C(=O)c3ccccc3C2=O)cc1OCC (centres undefined) | 0 | 4 | -4 | -7 | 8 | 81 | 3 | 8 | -6 | -0.2
CC(C)CC(=O)Nc1ccc(S(=O)(=O)NCc2ccco2)cc1 | -4 | 3 | -9 | 2 | -5 | 99 | -3 | 2 | -1 | -1.5
O=C(Nc1nccs1)c1c(O)c2c([nH]c1=O)CCCC2 | 7 | 0 | -5 | -3 | -6 | 99 | 0 | 2 | -2 | -1.9
Cc1cc(S(=O)(=O)N2CCCC(C(=O)Nc3ccc(C(=O)O)cc3)C2)ccc1Cl (centres undefined) | 25 | 1 | 8 | -4 | 10 | 98 | 2 | 7 | 6 | -0.4
COc1ccc(CNC(=O)COC(=O)c2ccc(S(=O)(=O)NCc3ccco3)cc2)cc1 | 21 | 0 | -6 | -9 | -4 | 97 | 1 | -12 | 2 | 0.2
COc1ccc(-n2nnnc2SCC(=O)c2ccc3c(c2)OCCO3)c(OC)c1 | 0 | 8 | -9 | -4 | -7 | 96 | 0 | 8 | 0 | -1.2
Cc1cc(O)c(C)c(O)c1/C=N/NC(=O)c1cccnc1 | 0 | -14 | -2 | 7 | 51* | 101 | -5 | 2 | 0 | -0.8
COC(=O)C1C(c2ccc(OC)cc2)Nc2nnc(C(F)(F)F)n2C1(C)O (centres undefined) | 10 | -5 | 8 | 2 | -4 | 96 | 1 | -1 | 0 | -3.3
CN(CCc1ccccc1)C(=O)c1cccc(NC(=O)Cc2cccc(NC(=O)C3CCCN(C(=O)C4CCCC4)C3)c2)c1 (centres undefined) | 1 | -3 | -3 | 4 | -3 | 99 | -3 | -11 | 1 | -1.7
COc1ccc(CCNC(=O)c2ccccc2C(=O)NCCc2ccc(OC)cc2)cc1 | 9 | 8 | -19 | 2 | 2 | 99 | 2 | -7 | -4 | 0.1
COc1ccccc1NC(=O)c1cc(N2C(=O)C3C4CCC(C4)C3C2=O)ccc1Cl (centres undefined) | 5 | -9 | -3 | -1 | -3 | 98 | 1 | -7 | -1 | 0.1
O=C(c1cc2nc(-c3ccco3)cc(C(F)(F)F)n2n1)N1CCc2ccccc2C1 | -1 | 0 | -6 | 4 | -1 | 95 | -4 | -4 | 0 | 0.3
COC(=O)Nc1ccc(S(=O)(=O)N2CCCC(C(=O)NC3CCCCC3)C2)cc1 (centres undefined) | -2 | -10 | 3 | -1 | -3 | 107 | -2 | -3 | -4 | -1.7
COc1cccc(C(=O)NCCN2CCN(c3ccc(Cl)cc3)CC2)c1 | -6 | 1 | -5 | -2 | -2 | 97 | 1 | 4 | -9 | -0.6
CC1CC1C(=O)Nc1ccc(S(=O)(=O)N2CCCCC2)cc1 (centres undefined) | 5 | 3 | -5 | 2 | 2 | 99 | -3 | -5 | 1 | -2.1
CCOC(=O)c1ccc(NC(=O)CC2SC(=NC)N(C)C2=O)cc1 (centres undefined) | 9 | 6 | -5 | -4 | 2 | 98 | -2 | 5 | -3 | -1.2
COc1ccc(C2(CNS(=O)(=O)c3ccccc3)CCOCC2)cc1 | -2 | 0 | -4 | -1 | -8 | 91 | 1 | -1 | 4 | -2.5
Cc1ccc(S(=O)(=O)NC(=NC(Cc2ccccc2)C(=O)O)c2ccccc2)cc1 (centres undefined) | 27 | 8 | -3 | -49 | -2 | 103 | 2 | 5 | -1 | -0.7
COc1ccc(OC)c(S(=O)(=O)Nc2cccc3c(O)cccc23)c1 | 8 | 23 | -20 | 0 | -9 | 100 | 3 | 16 | -6 | 3.1
O=C(CSc1oc(-c2ccc(F)cc2)nc1S(=O)(=O)c1ccc(F)cc1)NCC1CCCO1 (centres undefined) | -1 | -9 | -4 | 7 | -6 | 102 | 0 | 0 | 0 | 0.2
COc1ccc(CCNC(=O)c2c(C)nc3ccccn23)cc1 | 15 | 0 | 2 | 4 | -2 | 98 | 3 | -1 | 3 | -0.7
CC(C)NC(=O)C1CCCN(S(C)(=O)=O)C1 (centres undefined) | -5 | 1 | -5 | 8 | 21 | 99 | 2 | 3 | 1 | 0.1
O/N=C1/CC/C(=N\O)c2nn(-c3ccccc3)nc21 | -2 | 6 | -5 | -3 | 0 | 95 | -2 | -2 | -4 | -1.7
CCC1CN(C(=O)NCc2ccc(F)cc2)c2cc(C)ccc2O1 (centres undefined) | 12 | -13 | -18 | 1 | -1 | 97 | -1 | -4 | -8 | 0.1
O=C(CSc1cn(CC(=O)N2CCCC2)c2ccccc12)NCC1CCCO1 (centres undefined) | 7 | -6 | -19 | -1 | 9 | 96 | 1 | 5 | 0 | -2.6
CCOn1c(=O)c(-c2cc3ccccc3o2)[n+]([O-])c2ccccc21 | -4 | 1 | · | 1 | 22 | 89 | -2 | -1 | 0 | -1.5
Cc1csc2c(SCC(=O)NNC(=O)C(Cl)Cl)ncnc12 | 9 | 4 | -2 | 3 | 5 | 98 | -1 | -2 | 0 | -1.8
Cc1ccc(S(=O)(=O)c2nc(C(C)(C)C)oc2N2CCOCC2)cc1 | -5 | -2 | -5 | 8 | 8 | 97 | 2 | 2 | 4 | -1.0
CCn1c(SCc2cccc(C(=O)O)c2)nnc1-c1ccc(Cl)cc1 | -4 | 17 | -1 | 1 | 2 | 97 | 4 | 4 | 5 | -0.3
O=C(CSc1ncnc2c1nnn2Cc1ccccc1F)N1CCN(c2ccccc2)CC1 | 16 | -3 | · | 1 | 10 | 99 | 1 | -1 | -3 | -1.1
Cc1cccc(-n2ncc3c2CCCC3NC(=O)CCN2Cc3ccccc3C2=O)c1C (centres undefined) | 19 | -2 | -11 | -3 | 3 | 100 | 0 | -6 | 4 | 0.8
C=CCOc1cccc(C2/C(=C(/O)c3ccc4c(c3)CC(C)O4)C(=O)C(=O)N2CCN2CCOCC2)c1 (centres undefined) | 9 | 2 | -15 | 2 | 4 | 99 | 0 | 4 | 11 | 0.6
Cc1cc(C)n(-c2ccc(C(=O)Nc3ccccn3)cc2)n1 | 0 | -5 | -8 | 3 | -16 | 103 | -14 | -3 | 1 | 0.4
Cc1cc(C)c(NC(=O)c2c[nH]c(=S)n2-c2ccc(F)cc2)c(C)c1 | 19 | -4 | -16 | -6 | 0 | 100 | -1 | 0 | -3 | -0.8

Of the compounds above, 2 have a CF3 group:
SMILES | MC4R antag cAMP | PDI inh | CaV13 FRET inh | ABHD5-PLIN5 inh | H9c2 protect | ABCB6 inh 2 | Glyco luc inh | Granule exo inh | m5-HT2A agonist | MC4R barr agon
COC(=O)C1C(c2ccc(OC)cc2)Nc2nnc(C(F)(F)F)n2C1(C)O (centres undefined) | 10 | -5 | 8 | 2 | -4 | 96 | 1 | -1 | 0 | -3.3
O=C(c1cc2nc(-c3ccco3)cc(C(F)(F)F)n2n1)N1CCc2ccccc2C1 | -1 | 0 | -6 | 4 | -1 | 95 | -4 | -4 | 0 | 0.3

Looked up above.
CCOC(=O)c1ccc(NC(=O)CC2SC(=NC)N(C)C2=O)cc1 (centres undefined) in H9c2 protect is listed with 2
Cc1ccc(S(=O)(=O)NC(=NC(Cc2ccccc2)C(=O)O)c2ccccc2)cc1 (centres undefined) in m5-HT2A agonist is listed with -1

(further entries)
SMILES | MC4R antag cAMP | PDI inh | CaV13 FRET inh | ABHD5-PLIN5 inh | H9c2 protect | ABCB6 inh 2 | Glyco luc inh | Granule exo inh | m5-HT2A agonist | MC4R barr agon
CC(C)CCC(CCNCc1ccccn1)c1ccc2c(c1)OCO2 (centres undefined) | 9 | 1 | -4 | 5 | -2 | 108 | 0 | -15 | -20 | 2.2
O=C(CNC(=O)c1ccc(Br)o1)NC1CCCCC1 | 10 | -5 | · | 0 | 0 | 100 | 0 | 1 | 6 | -0.9
CC1CCCCC12NC(=O)N(CC(=O)NCc1ccco1)C2=O (centres undefined) | 2 | -9 | -2 | 2 | 0 | 102 | -2 | -2 | 6 | -2.5
CCOC(=O)N1CCN(C(=O)Cn2ncc3ccccc32)CC1 | -8 | -5 | 2 | -5 | 0 | 101 | -2 | -1 | -4 | -0.6
COc1ccc(/C=C/C(=O)NC(=S)N2CCCCC2)cc1OC | -8 | -5 | -3 | 2 | 4 | 100 | -2 | -2 | -2 | 1.0
Cc1ccc(/C=N/n2c(C)nnc2C)cc1 | 8 | -4 | · | 2 | -6 | 100 | 2 | 0 | -5 | 0.7
N=c1c2c(-c3ccccc3)c(-c3ccccc3)oc2ncn1CCCN1CCOCC1 | 10 | 10 | -4 | 15 | 10 | 92 | -4 | 28 | -4 | -0.8
COc1ccc(OCC(=O)Nc2c3c(nn2-c2ccc(OC)cc2)CS(=O)(=O)C3)cc1 | 1 | 1 | -3 | 0 | -1 | 94 | 1 | 0 | -6 | -0.8
Cc1ccc2c(CC(=O)Nc3cccc(S(=O)(=O)N4CCOCC4)c3)coc2c1 | 15 | -3 | -19 | -2 | -7 | 97 | 4 | 1 | -1 | 0.9
O=C(O)c1ccc(NN=Cc2cc(=O)[nH]c(=O)[nH]2)cc1 | -45 | 6 | -11 | -4 | 5 | 94 | 3 | -3 | 1 | -0.5
Cc1cc2oc(=O)cc(C)c2cc1NC(=O)CCC(=O)O | -7 | 23 | -7 | -4 | 7 | 95 | 1 | -2 | 3 | 0.6
N/C(Cc1ccc([N+](=O)[O-])cc1)=N\OC(=O)c1ccccc1Br | 9 | -1 | -1 | 3 | -5 | 94 | 9 | 1 | -1 | -2.0
Cc1c(Cl)cccc1NC(=S)NCC(c1cccnc1)N(C)C (centres undefined) | 6 | 2 | -18 | 0 | -2 | 97 | -1 | 0 | -2 | 0.3
C[C@@H]1CN([C@H](C)CO)C(=O)c2cc(NC(=O)c3ccncc3)ccc2O[C@@H]1CN(C)C(=O)Nc1ccccc1 | -4 | 4 | -7 | 6 | 0 | 97 | 1 | -3 | 3 | 0.9
NC(=S)Nc1ncc(CCN2CCOCC2)c(-c2ccc(F)cc2)n1 | 12 | 3 | -2 | -1 | 6 | 101 | 2 | 0 | 2 | 0.9
